Screens (PubChem BioAssay)
S3 lipid droplet: qHTS Assay for Lipid Storage Modulators in Drosophila S3 Cells; Drosophila S3 cells, BODIPY lipid droplet fluorescence, 18-24 h; cells fed with added oleic acid; lipid storage change, negative = inhibition, % at the top dose, mostly 46.1 µM; hits show Potency in µM; 320,000 compounds, 0.64% hits; AID 2685, 2010; active = well fitted inhibition curve with a large enough effect in the signal ratio, with a control signal flat, not every such curve was filed as active; inconclusive = small, poorly fitted or top-dose-only effect, or effect the other way, or a change in a side signal; the % refers to the signal ratio
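Drosophila S3 cells got compounds at several concentrations plus oleic acid (400 uM solution). Laser-scanning cytometry with 488 nm excitation read lipid droplets at 500-530 nm and cells at 575-640 nm. Percent activity was relative to 20 uM Triacsin C.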
S3 lipid droplet cell count max: recorded beside S3 lipid droplet, whose call it bears; cell number change, %; measured here: cell count max response;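 cells counted by Cell Tracker Red CMTPX staining in the red channel; peak over a dose series mostly up to 46.1 µM; percent activity relative to internal control wells on each plate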
Numbers without * were called inactive; i = inactive; ? = inconclusive; / = no result given. % is scaled to controls: 0 for no effect and ±100 for the full control effect; potency is read from the fitted curve at half-maximal effect.

Preview:
SMILES	S3 lipid droplet	S3 lipid droplet cell count max
Cc1cc(C)cc(N(CC(=O)NC(C)(C)C)C(=O)CNC(=O)c2cccs2)c1	13.1%	21.7
Cc1nc(N2CCN(S(=O)(=O)c3ccccc3C#N)CC2)c2c(-c3ccccc3)csc2n1	?	/
Cc1ccc(/C=C/C(=O)Nc2ccc(Oc3ccccc3)cc2)o1	i	-10.3
COC(=O)Cn1nnc2c(cnn2-c2ccccc2)c1=O	24.5%	24.9
CCCN1CCN(C(=O)c2oc3c(Cl)cccc3c2C)CC1	i	/
N#Cc1cccc(NC(=O)CN2CCCCCC2)c1	?	/

The list itself, from the start:
SMILES	S3 lipid droplet	S3 lipid droplet cell count max
Cc1cc(C)cc(N(CC(=O)NC(C)(C)C)C(=O)CNC(=O)c2cccs2)c1	13.1%	21.7
Cc1nc(N2CCN(S(=O)(=O)c3ccccc3C#N)CC2)c2c(-c3ccccc3)csc2n1	?	/
Cc1ccc(/C=C/C(=O)Nc2ccc(Oc3ccccc3)cc2)o1	i	-10.3
COC(=O)Cn1nnc2c(cnn2-c2ccccc2)c1=O	24.5%	24.9
CCCN1CCN(C(=O)c2oc3c(Cl)cccc3c2C)CC1	i	/
N#Cc1cccc(NC(=O)CN2CCCCCC2)c1	?	/
COc1ccccc1/C=C/C1C(C(=O)OCC(C)C)=C(C)N=C2SCCC(=O)N21 (stereo not drawn)	4.0%	9.4
COc1ccc(C2(C#N)CCC(=O)N2c2ccccc2)cc1 (stereo not drawn)	22.6%	/
CCOC(=O)C1=C(c2ccccc2)NC(SCC(=O)Nc2ccccc2C)=C(C#N)C1c1ccco1 (stereo not drawn)	?	/
CC(C)C(=O)Nc1cc(C(F)(F)F)ccc1-n1ccnc1	3.9%	12.8
Cn1c(/C(C#N)=C(\O)c2cccc(F)c2)nc2ccccc21	7.9%	-0.5
Cc1ccc(CN(C(=O)c2ccccc2[N+](=O)[O-])C2CCS(=O)(=O)C2)o1 (stereo not drawn)	?	/
COc1ccc(N2C(=O)CC(C)(C)CC2=O)cc1OC	?	/
O=C(CC1NCCNC1=O)OCCCc1ccccc1 (stereo not drawn)	?	/
O=C1CCC(=O)c2oc3ccccc3c2N1	-1.2%	-11.0
Cc1ccc(C)n1CCN1CCN(C(=O)CSc2nc3ccccc3nc2N2CCOCC2)CC1	?	/
COc1cc(CCC(=O)OCC(=O)Nc2nc(C)c(Cl)cc2Cl)cc(OC)c1OC	i	/
Cc1ccc(C(=O)c2ccc(N3CCN(C)CC3)c([N+](=O)[O-])c2)cc1	?	/
COc1ccc(CCNS(=O)(=O)c2ccc(-n3cnnn3)cc2)cc1OC	?	/
CC1=C(C(=O)Nc2ccccc2)C(c2ccncc2)C(C#N)=C(SCC(=O)NC2CC2)N1 (stereo not drawn)	10.9%	8.2
CN(C)C(=O)CSc1nc(SCC(=O)N(C)C)n(-c2ccccc2)n1	i	/
O=C(CCn1nc(-c2ccc(Cl)cc2)ccc1=O)NCCCN1CCCCCC1	-3.1%	-0.9
C/C(=N\NC(=S)NC(C)C)c1ccc(C(C)(C)C)cc1	?	/
C[N+](C)(CCOc1ccccc1)Cc1ccccc1 (tested in a mixture with another compound)	?	/

An excerpt from above in order of the S3 lipid droplet value, high to low.
SMILES	S3 lipid droplet	S3 lipid droplet cell count max
CC1=C(C(=O)Nc2ccccc2)C(c2ccncc2)C(C#N)=C(SCC(=O)NC2CC2)N1 (stereo not drawn)	10.9%	8.2
O=C1CCC(=O)c2oc3ccccc3c2N1	-1.2%	-11.0
O=C(CCn1nc(-c2ccc(Cl)cc2)ccc1=O)NCCCN1CCCCCC1	-3.1%	-0.9

Next part
SMILES	S3 lipid droplet	S3 lipid droplet cell count max
CC(C)N(CCCNC(=O)c1nn(C)c2c1CS(=O)(=O)c1ccccc1-2)Cc1ccccc1	?	/
CCOc1ccc(N2CC(C(=O)NCCC3=CCCCC3)CC2=O)cc1 (stereo not drawn)	?	/
O=C(NN1C(=O)c2ccccc2NC1c1ccco1)c1ccccc1 (stereo not drawn)	1.7%	-10.2
CCN(CC)c1ccc(NC(=O)C2CCC(CNc3c(N4CCCC4)c(=O)c3=O)CC2)c(C)c1 (stereo not drawn)	?	/
CCN(CC(=O)Nc1c(F)cccc1F)C(=O)c1ccc(S(=O)(=O)N2CCC(C)CC2)cc1	?	/
CN(C)S(=O)(=O)c1ccc(C(=O)OCC(=O)NCc2ccccc2)cc1	?	/
C=CCNC(=O)c1onc(CSc2ccc(F)cc2)c1C(=O)NCCOC	?	/
COc1ccccc1-c1nnc(SCC(=O)N2CCC(C)CC2)o1	15.7%	-2.2
O=C1C2ON(c3ccccc3)C(c3cccnc3)C2C(=O)N1Cc1ccccc1 (stereo not drawn)	7.5%	-17.3
CC(C)NS(=O)(=O)c1ccc(OCC(=O)Nc2cccc(F)c2)cc1	?	/
O=C(N1CCOCC1)C1(c2ccc(Cl)cc2)CCCC1	?	/
O=C(Nc1nc(-c2ccccc2)c(-c2ccccc2)s1)c1ccc(S(=O)(=O)N2CCCC2)cc1	?	/
NCCc1nnc(SCC(=O)c2ccc(Cl)cc2)o1	-5.1%	2.0
COc1ccc(CNC(=O)Oc2ccccc2)cc1Cl	i	-1.1
CC(=O)NNc1nc(-c2ccc(NC(C)=O)cc2)cs1	?	/
O=S(=O)(c1ccccc1F)N(Cc1ccco1)Cc1nnc(-c2ccccc2Br)o1	7.6%	-23.2
Cc1ccc2c(c1)[nH]c1c(N3CCN(Cc4ccccc4)CC3)ncnc12	?	/
COc1cccc(CN2CCNC(=O)C2CC(=O)NCCc2cccc(C)n2)c1OC (stereo not drawn)	-6.2%	-0.7
O=c1c2ccccc2nc(-c2ccccc2)n1Cc1ccco1	25.3%	3.1
O=C(CSCc1ccc(Br)cc1)NC1CC1	?	/
CCOc1cc(/C=N/Nc2cc(C)nc(-n3nc(C)cc3C)n2)ccc1O	?	/
Cc1[nH]c2ccccc2c1CN1CCC(Cc2ccccc2)CC1	?	/
CCOC(=O)c1cnc2c(C#N)c(C)nn2c1-c1ccccc1	?	/
COC(=O)c1cccc(C23CC4(C2)[C@H](CN(Cc2ccc(C(F)(F)F)cc2)[C@@H]4c2ccccc2)C3c2ccccc2)c1 (stereo partly drawn)	?	/
CC(O)CSc1nc2c(c(=O)[nH]c(=O)n2C)n1Cc1ccccc1 (stereo not drawn)	?	/
CCNC(=O)OCCC12CC3CC(CC(C3)C1)C2	?	/
COc1ccc2cc(C(=O)N3CCN(c4cccc(C)c4C)CC3)[nH]c2c1	?	/
O=C(O)CSCC(=O)NCc1ccc(Cl)cc1Cl	?	/
CCC(=O)Nc1ccc(S(=O)(=O)Nc2c(C)nc3nc[nH]n3c2=O)cc1	?	/
CCn1c(SCc2c(F)cccc2Cl)nnc1-c1ccco1	10.4%	-3.0
Cc1ccc(/C=N/Nc2ccc(C(=O)O)cc2)s1	?	/
Cn1c(SCC(=O)O)nc2sc3c(c2c1=O)CCC3	?	/
O=C1N=c2ccccc2=C1c1sc(Nc2cccc(O)c2)nc1O	?	/
Cc1cccc(OCC(=O)Nc2ccc(S(=O)(=O)Nc3ccccn3)cc2)c1	?	/
Cc1ccccc1C(=O)Nc1ccnn1C1CCN(C(=O)C2CCOC2)CC1 (stereo not drawn)	0.6%	15.3
CCN(CC(=O)NCc1cccs1)S(=O)(=O)c1cccc(C(C)=O)c1	?	/
CCN(CCn1cccn1)C(=O)c1cc(COc2ccc(F)c(F)c2)on1	?	/
COc1ccc(-c2c(S(=O)(=O)c3ccccc3)cnn2-c2ccccc2)cc1	?	/
O=C1C2(c3ccccc3)CN(CCCO)CC1(c1ccccc1)CN(CCCO)C2	-18.7%	-8.9
CCCCN1C(=O)/C(=c2\sc3nc(=O)c(-c4ccccc4)nn3c2=O)c2ccccc21	-21.2%	-10.9
CCOC(=O)[C@@H]1[C@H]2COc3cc(OC)ccc3[C@@H]2N2C(=O)N(c3ccc(F)cc3)C(=O)[C@]12C	?	/
COc1ccc(OCC(=O)NNC(=O)c2cccnc2)cc1	?	/
CCOc1ccc(NC(=S)N(CCc2c(C)[nH]c3ccccc23)Cc2cccnc2)cc1	?	/
CCCCN(C(C)=O)c1c(N)n(CCC)c(=O)n(CC(=O)Nc2cc(Cl)cc(Cl)c2)c1=O	?	/
Cc1cc2ccccc2n1CCNC(=O)COc1ccc2ccccc2c1	i	2.5
COc1ccc(OC)c(CNc2ccc([N+](=O)[O-])cc2C)c1	7.7%	-5.8
Cc1cc(=O)n(C)c2ccc(S(=O)(=O)N3CCOCC3)cc12	-0.4%	15.3
Cn1ccnc1C(=O)c1cc(SCC(=O)NCc2ccccc2)nc2ccccc12	-11.7%	-15.8
CC(C)c1ccc(NC2CCCN(C(=O)CCN3Cc4ccccc4C3=O)C2)cc1 (stereo not drawn)	?	/
O=C(CN(CC1CCCO1)C(=O)CCC(=O)Nc1nccs1)NCc1ccc2c(c1)OCO2 (stereo not drawn)	22.2%	4.6
O=C(COc1ccc(Br)cc1CNC1CCCCC1)NCCc1ccccc1	?	/
Cc1ccc(OCC(=O)N2CCN(C(=O)c3ccc([N+](=O)[O-])cc3)CC2)cc1	?	/
Cc1nnc(SCC(=O)NC2CCCCC2)[nH]c1=O	?	/
CCCCNC(=O)CS(=O)Cc1nc(-c2cccs2)oc1C (stereo not drawn)	?	/
CN1Cc2sc(N)c(C#N)c2CC1(C)C	?	/
CS(=O)(=O)c1ccc(Cl)c(C(=O)OCC(=O)NC2CCCCCCC2)c1	?	/
Cc1nnc(NC(=O)CSc2ccc(-c3ccc(Cl)cc3)nn2)s1	?	/
C=CCSc1nnc(NC(=O)CSc2nc3ccccc3o2)s1	i	/
O=C(Cn1ncc2c3ccccc3n(Cc3ccccc3F)c2c1=O)NC1CC1	i	13.3
O=S(=O)(c1ccc2c(c1)OCCO2)N1CCN(S(=O)(=O)c2ccc3c(c2)OCCO3)CC1	20.8%	/

One compound at a time (already shown). Values in the order: S3 lipid droplet	S3 lipid droplet cell count max
Cc1ccc(OCC(=O)N2CCN(C(=O)c3ccc([N+](=O)[O-])cc3)CC2)cc1 is entered as ?	/
O=C(Cn1ncc2c3ccccc3n(Cc3ccccc3F)c2c1=O)NC1CC1 is entered as i	13.3

(next part)
SMILES	S3 lipid droplet	S3 lipid droplet cell count max
O=C(Nc1cccnc1)c1cc(S(=O)(=O)N2CCCCC2)c(Cl)cc1Cl	?	/
CC(C)(C)c1cc(C(=O)N/N=C/c2ccc(-c3ccccc3[N+](=O)[O-])o2)n[nH]1	?	/
CCn1cc(/C=C(\NC(=O)c2ccccc2F)C(=O)N2CCCC2)c2ccccc21	i	-15.2
O=[N+]([O-])c1cccc(Cl)c1NCCNS(=O)(=O)c1ccc(Cl)cc1	?	/
O=C(O)Cc1sc(Nc2ccc(F)cc2)nc1-c1cccs1	-22.9%	-15.0
Cn1c(Cc2ccccc2)nnc1SCC(=O)N1CCOCC1	?	/
COc1ccc(-c2nc(-c3cccc(C)c3)[nH]c(=O)c2C#N)cc1	?	/
CC(=O)N(C(C)=O)c1ncnc2c1c(-c1ccc(Cl)cc1)nn2C(C)(C)C	-15.7%	-8.1
COc1cccc(N2CCN(C(=O)CC(C)(C)CC3=NS(=O)(=O)c4ccccc4N3)CC2)c1	?	/
COc1ccc(N2CCN(C(=O)c3sc4ncn(CC(=O)N5CCCCC5)c(=O)c4c3C)CC2)cc1	?	/
Cn1c(=O)[nH]c(=O)c2c1nc(CN1CCN(c3cccc(Cl)c3)CC1)n2CCCc1ccccc1	i	/
Cc1ccc(C)n1-c1ccc(NC(=O)c2ccccc2)cc1	?	/
Cc1nn(C)c(C)c1NC(=O)CSc1nc(C2CC2)nc2c1cnn2-c1ccccc1	-23.1%	-24.6
CCCn1c(N)c(C(=O)CSc2nnc(-c3ccco3)n2Cc2ccccc2)c(=O)[nH]c1=O	?	/
Cc1ccc(C)c(NC(=O)CN(C)C(=O)c2ccc3c(=O)n4c(nc3c2)CCC4)c1	i	-8.6
COC(=O)C1=C(C)Nc2ccc(C)cc2S1	?	/
Cc1ccc(S(=O)(=O)N(C)c2ccc(C(=O)N(CC(C)C)C3CCS(=O)(=O)C3)cc2)cc1 (stereo not drawn)	?	/
Cc1c(NC(=O)c2cccc(-c3cc4ccccc4oc3=O)c2)cccc1-c1nc2ncccc2o1	8.3%	-10.9
Cc1ccc2nc(CSc3nnc(Nc4ccccc4C)s3)cc(=O)n2c1	?	/
COc1cc(O)c(CC=C(C)C)c(O)c1C(=O)CCc1ccc(O)cc1	?	/
Cc1ccccc1C(=O)Nc1sc(C)c(C)c1C(=O)c1ccccc1	12.4%	8.5
CCc1ccccc1NC(=O)c1ccc(CN2CCC(Cc3ccccc3)CC2)cc1	?	/
C=CCNC(=S)N1CCN(Cc2ccccc2)CC1	?	/
Cc1sc(NC(=O)Cc2ccc3c(c2)OCO3)nc1-c1ccc2c(c1)CCN2C(=O)c1ccc(F)cc1	18.1%	4.0
Cn1c(NNC(=O)c2c(F)cccc2F)cc(=O)n(C)c1=O	?	/
O=C(c1ccco1)N1CCN(c2ccccc2F)CC1	?	/
Cc1ccc(C)c(C(=O)CN2C(=O)NC3(CCCCCCC3)C2=O)c1	i	20.5
COc1cc2[nH]c(=S)nc(NCCC(C)C)c2cc1OC	?	/
CN(C)S(=O)(=O)c1cccc(N=C2SCCN2Cc2ccccc2)c1	-21.3%	-22.4
Cn1c(=O)c2c(nc(CN3CCN(Cc4ccccc4)CC3)n2Cc2ccc(F)cc2)n(C)c1=O	i	/
COc1cc(NC(=O)CCC2CCCC2)cc(-n2cnnn2)c1	?	/
COC(=O)c1ccc(C23CC4(C2)[C@H](CN(Cc2cccnc2)[C@@H]4c2ccccc2)C3c2ccc(Cl)nc2)cc1 (stereo partly drawn)	?	/
Cc1cc(C)c(S(=O)(=O)NCc2cccs2)cc1C	?	/
Oc1ccc(-c2nnc(SCC3CCCCC3)o2)cc1	?	/

The list is partial. The share of hits here may be higher or lower than overall.
